# NALP1 inh: NALP1 inhibition; S. cerevisiae NALP1/ASC/caspase-1 growth, X-gal OD620, 72 h; inhibition, % at 10 µM; 0.61% of 280,000 active; in the data active = inhibition mostly above about 24%, no sharp cut-off; inactive = mostly below about 32%; note: some compounds called inactive have numbers as strong as hits
# MEKK2wt PB1 HTS: raises or lowers MEK5 binding to wildtype human MEKK2 PB1 domain; Q9Y2U5; bead flow cytometry, Alexa488-MEK5 binding to MEKK2 WT; actives lie on both sides; binding response (% of control), % at 10 µM; 1.1% of 290,000 active; AID 1531; in the data active = binding response below about 67% or above about 130%
# GalR3 antag: antagonists of human GalR3; O60755; HEK293 GalR3-CNG cAMP membrane potential fluorescence; galR3 body fused to GalR1 C-terminus; inhibition, % at 3 µM; 0.44% of 360,000 active; AID 651719;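 active = inhibition above the screen-wide average plus 3 SD, cut at about 13% in these data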;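 note: forskolin and galanin both at EC90 stimulate the cells; cAMP rise reported by CNG channel membrane potential dye signal; 0% = forskolin plus galanin with DMSO and 100% = forskolin alone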
# OXTR agonist: human OXTR agonism; P30559; CHO-OTR cells, Fluo-8 calcium fluorescence; normalized: DMSO 0%, oxytocin 100%; activation, % at 3 µM; 0.32% of 320,000 active; AID 2435;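 active = activation above the mean of all tested compounds plus 3 SD, cutoff set per screening run, cut at about 20% in these data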;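 note: peak over basal fluorescence ratio from a 100 s FLIPR kinetic read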
# MEKK2mut PB1 HTS: signal of MEK5 binding to mutant human MEKK2 PB1 domain | bead flow cytometry, Alexa488-MEK5 binding to MEKK2 mutant | percent response, % at 10 µM | 0.35% of 290,000 active | AID 1530; in the data active = percent response above about 24%, passing the limit was not always enough; note: inactives centre near 1; some results filed as inactive read as strong as hits; reference of the scale not given here
# GPR7 antagonist: blocks human GPR7 receptor signaling; AID 1861; P48145; inhibition, % at 4.4 µM; GPR7-expressing cells, fluorescence antagonist assay; 1.1% of 290,000 active; in the data active = inhibition above about 16%, passing the limit was not always enough;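 note: cells stimulated with the agonist NPW; 0% = agonist with vehicle and 100% = vehicle without agonist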
# Target sequence (P48145 whole entry, looked up): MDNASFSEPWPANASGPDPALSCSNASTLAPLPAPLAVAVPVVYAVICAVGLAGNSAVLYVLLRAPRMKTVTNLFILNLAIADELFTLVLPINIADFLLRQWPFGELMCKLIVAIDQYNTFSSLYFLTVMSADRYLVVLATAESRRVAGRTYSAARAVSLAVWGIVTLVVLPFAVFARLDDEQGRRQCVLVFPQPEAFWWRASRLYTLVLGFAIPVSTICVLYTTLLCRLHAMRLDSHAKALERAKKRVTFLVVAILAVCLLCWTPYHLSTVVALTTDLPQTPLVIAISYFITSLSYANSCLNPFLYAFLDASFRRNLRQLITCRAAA
# MEKK3 PB1 HTS: MEKK3-MEK5 PB1 interaction, increase or decrease; binding response (% of control), % at 10 µM; Q99759; 1.4% of 290,000 active; bead-based flow cytometry, Alexa488-MEK5 binding to MEKK3; actives lie on both sides; 0 = blocked by unlabeled MEK5, 100 = vehicle;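 active = binding response more than 3 SD above or below the average of its plate-row segment, actives on both sides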;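 note: Alexa488 bead fluorescence after subtracting the streptavidin-only scavenger bead signal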
# V1aR counter: activates human V1a receptor in oxytocin agonist counter-screen | activation, % at 3 µM | CHO-V1R cells, Fluo-8 calcium fluorescence, agonist mode; 0% DMSO, 100% 3 nM vasopressin | P37288 | 0.25% of 320,000 active;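 active = activation above the mean activation of all tested compounds plus 3 SD, per screening run, cut at about 20% in these data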;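 note: signal is peak over basal fluorescence ratio across a 100 second FLIPR read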
# Target sequence (P37288 whole entry, looked up): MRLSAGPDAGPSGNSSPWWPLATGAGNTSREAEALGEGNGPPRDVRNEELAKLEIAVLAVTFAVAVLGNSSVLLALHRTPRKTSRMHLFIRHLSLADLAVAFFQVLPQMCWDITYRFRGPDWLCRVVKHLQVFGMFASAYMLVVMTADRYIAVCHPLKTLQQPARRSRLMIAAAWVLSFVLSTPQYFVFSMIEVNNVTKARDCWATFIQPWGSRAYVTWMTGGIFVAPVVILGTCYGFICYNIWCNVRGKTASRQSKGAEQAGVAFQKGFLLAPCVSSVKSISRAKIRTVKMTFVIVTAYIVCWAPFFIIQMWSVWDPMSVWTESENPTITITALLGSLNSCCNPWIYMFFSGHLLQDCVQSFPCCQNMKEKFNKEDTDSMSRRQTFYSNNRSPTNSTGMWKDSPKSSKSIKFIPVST
# PHOSPHO1 inh: inhibitors of human PHOSPHO1 phosphatase; inhibition, % at 13.3 µM; AID 1565; recombinant PHOSPHO1, absorbance phosphatase assay; 1.1% of 290,000 active; in the data active = inhibition above about 60%
# Target sequence (Q8TCT1 whole entry, looked up): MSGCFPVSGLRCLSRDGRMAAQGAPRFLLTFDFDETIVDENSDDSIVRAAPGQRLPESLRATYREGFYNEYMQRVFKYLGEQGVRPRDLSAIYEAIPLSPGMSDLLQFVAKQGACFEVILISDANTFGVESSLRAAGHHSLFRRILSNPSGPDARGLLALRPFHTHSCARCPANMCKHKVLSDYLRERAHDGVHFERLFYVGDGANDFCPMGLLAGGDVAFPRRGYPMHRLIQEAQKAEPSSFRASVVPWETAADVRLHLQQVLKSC
# Active calls of the source: *; . = not tested or not shown.
SMILES,NALP1 inh,MEKK2wt PB1 HTS,GalR3 antag,OXTR agonist,MEKK2mut PB1 HTS,GPR7 antagonist,MEKK3 PB1 HTS,V1aR counter,PHOSPHO1 inh
CCSc1ccccc1C(=O)NCc1ccc2c(c1)OCO2,28.2,108.0,-1.3,0.1,3.0,-6.6,102.0,-0.6,4.9
O=c1c2ccccc2nc2ccc(NCc3cccs3)nn12,-1.0,113.0,-4.5,-0.9,14.0,-8.9,109.0,-1.2,-7.7
Nc1ccc2ncccc2c1N,15.3,.,-0.4,1.7,.,.,.,0.3,0.7
N#CCO/N=C(\c1ccccc1)c1ccncc1,-23.6,99.0,-6.5,-1.6,4.0,-13.9,100.0,1.6,17.9
Nc1nnnn1/N=C/c1cccc(OCc2ccccc2Cl)c1,4.7,97.0,-2.1,-0.8,0.0,0.7,100.0,-0.5,19.6
O=S(=O)(Nc1ccc2ccccc2c1)c1ccccc1,28.7,95.0,-3.5,-1.5,-1.0,-6.6,97.0,0.4,3.4
CCOc1ccc(N(CC(=O)NC2CCCCC2)C(=O)CCCC(=O)Nc2ccccn2)cc1,15.2,103.0,-4.7,-0.1,-3.0,-12.7,101.0,-0.2,19.4
CC1(C)CC(=O)C2=C(C1)Nc1cc(C(=O)c3ccccc3)ccc1NC2c1ccccn1 (configuration not stated),9.3,101.0,3.6,-2.2,-1.0,-1.8,102.0,-0.7,-14.5
COc1ccc(Nc2cc(=O)n(C3CCCCC3)c(=O)[nH]2)c(OC)c1,15.4,96.0,-3.3,1.9,8.0,-0.5,100.0,2.2,25.7
c1ccc(Cc2nc3ccccc3[nH]2)cc1,-71.8,110.0,0.3,-1.6,8.0,-12.3,103.0,0.6,30.6
CCCCCC(=O)Nc1cc(S(=O)(=O)N2CCOCC2)ccc1N1CCCC1,0.2,117.0,-3.1,-1.6,13.0,-3.4,111.0,-0.7,.
COc1ccc(NC(=O)C(C)N2C(=O)C3CC=C(Cl)CC3C2=O)cc1 (configuration not stated),0.6,101.0,2.5,.,2.0,6.1,103.0,.,-2.0
COc1ccc(CCCc2n[nH]c(=S)o2)c(C)c1,5.6,87.0,-3.9,1.7,-7.0,-5.9,94.0,0.8,-55.0
Cc1cccc(Nc2nnc(SC3CCOC3=O)s2)c1C (configuration not stated),-0.2,90.0,-0.8,-1.3,-8.0,-8.0,89.0,-1.2,28.0
CC(=O)NC(NC(=S)Nc1cccc(Br)c1)C(Cl)(Cl)Cl (configuration not stated),18.5,100.0,-4.8,3.1,5.0,-4.4,105.0,3.9,11.9
CC(C)(C)N=C1NN=C(c2cc3ccccc3o2)CS1,19.6,102.0,-11.0,-1.7,8.0,-7.0,95.0,-0.3,-1.8
O=C(Nc1cccc(C(F)(F)F)c1)NC1CCCCC1,12.2,104.0,-0.2,6.0,10.0,2.3,102.0,2.5,-6.1
CC(C)OC(=O)CSc1nnc(-c2ccccn2)n1C,-7.5,95.0,-5.3,0.6,-3.0,-9.1,97.0,0.1,50.5
CCc1ccc(C(=O)NNc2ccc(Cl)cc2)cc1,9.9,89.0,-1.5,-1.8,-14.0,1.3,90.0,-0.6,-45.2
c1ccc(C2=Nc3c(ccc4ccccc34)C(c3ccncc3)=NN2)cc1,7.1,94.0,-3.7,-0.7,-7.0,-5.5,91.0,-1.0,32.8
O=C(N/N=C/c1cccc2ccccc12)C(=O)N1CCCC1,11.1,98.0,-10.6,-1.6,-2.0,-5.6,100.0,-0.7,0.1
COc1ccc(CCNS(=O)(=O)c2c(C)[nH]c(C)c2C(=O)N2CCCCC2)cc1OC,19.8,103.0,-5.8,1.2,1.0,-14.2,99.0,0.1,6.2
CCc1cc(OCCOCCN(C)C)ccc1Cl,19.7,109.0,-4.0,1.7,2.0,5.2,112.0,0.4,-6.7
c1cc2c3c(cccc3c1)NC1(CCCCC1)N2,2.9,104.0,-8.3,-0.6,3.0,-4.0,102.0,0.0,6.4
O=C(O)C1CCCCC1C(=O)Nc1ccc(S(=O)(=O)N2CCCC2)cc1 (configuration not stated),7.4,93.0,-6.0,0.7,-6.0,0.5,95.0,2.1,0.4
O=C(NCC1CCCO1)c1ccc(Cn2c(=S)[nH]c3ccccc3c2=O)cc1 (configuration not stated),-5.5,111.0,-3.4,1.1,12.0,-13.8,103.0,-0.2,-12.4
Cc1ccccc1OCC(=O)NCCC(=O)O,0.8,98.0,-2.8,0.7,3.0,-6.6,99.0,0.6,-24.9
CCOc1cc(C)c(S(=O)(=O)Nc2ccc(Cl)cn2)cc1C,16.7,105.0,-2.3,-1.2,-1.0,-9.7,105.0,-1.2,1.3
COc1ccc(NC(=O)c2nc[nH]c2C(=O)N[C@@H](C)c2ccccc2)cc1,.,68.0,-6.8,-0.9,-21.0,.,68.0,0.2,25.1
CCCOC(=O)C1C2C=CC3(CN(c4cccc(Cl)c4)C(=O)C13)O2 (configuration not stated),29.8,96.0,3.0,-1.8,-1.0,-10.1,97.0,0.2,-11.7
O=C(CSc1nnc(CNC(=O)c2ccccc2)o1)NCc1ccco1,10.2,99.0,0.2,-1.4,0.0,5.0,99.0,1.5,-12.4
CCOC(=O)c1ccccc1NC(=O)c1cccc([N+](=O)[O-])c1,9.8,95.0,-0.1,-2.6,-5.0,-19.2,96.0,0.8,-5.3
CCc1ccc(Nc2ncc3c(n2)CC(C)CC3=O)cc1 (configuration not stated),3.1,101.0,4.2,-1.9,0.0,5.6,104.0,-0.6,5.3
CCC(CC)C(=O)Nc1cccc(C(=O)NC(C)(C)C)c1,1.2,98.0,6.2,0.1,-1.0,-0.5,97.0,-0.7,-5.2
COc1ccc(CC(=O)Nc2sc3c(c2C(N)=O)CCCC3)cc1,2.6,102.0,-7.2,-0.9,1.0,-14.4,100.0,0.4,1.2
COc1ccccc1NC(=O)C(=O)NNC(=O)c1ccco1,6.1,113.0,-0.7,-0.4,4.0,-12.2,108.0,1.2,16.9
Cc1cccc(SC2CCN(C(=O)C3CCC(=O)N(C4CC4)C3)CC2)c1 (configuration not stated),-11.0,97.0,-5.6,1.0,4.0,-6.0,98.0,2.7,23.9
COCCOCCn1cnc2ccccc21,2.5,108.0,5.6,-0.3,1.0,-5.0,104.0,1.3,5.0
COc1cc(OC)cc(N(C(=O)C2COc3ccccc3O2)C(C(=O)NC2CCCCC2)c2ccc(O)cc2)c1 (configuration not stated),16.7,98.0,-1.7,-0.2,0.0,-10.1,98.0,1.2,1.6
CCOc1ncccc1C(=O)Nc1nnc(C)s1,18.2,105.0,-8.1,0.7,-2.0,-4.8,111.0,1.0,23.6
O=C(CN1CCCCCC1)Nc1ccc([N+](=O)[O-])cc1Cl,16.6,107.0,-3.1,-1.9,9.0,-8.6,104.0,-0.7,29.5
O=C(N/N=C/c1cccnc1)c1ccc(NC(=O)c2ccccc2Cl)cc1,31.2,103.0,-7.3,2.0,-3.0,7.6,104.0,3.3,35.0
CCOC(=O)C1=C(c2ccccc2)Nc2ncnn2C1c1cc(OC)cc(OC)c1OC (configuration not stated),-36.8,92.0,-0.6,-0.6,-7.0,-17.0,92.0,-0.2,-16.0
COc1cc(/C=C2/N=C(c3ccccc3)OC2=O)c(F)cc1OCc1ccccc1,.,90.0,-6.6,-0.9,-1.0,.,98.0,0.0,.
O=C(c1cc(COc2ccc(F)cc2Cl)on1)N1CC[C@@H]2CCCC[C@H]2C1,3.6,102.0,-0.8,.,-1.0,-7.2,103.0,.,32.2
CCOC(=O)C1CCCN(C(=O)Cn2nc(C)n3c(cc4c(OC)cccc43)c2=O)C1 (configuration not stated),-2.4,104.0,-8.1,-0.8,9.0,0.2,103.0,-0.6,34.4
Cc1ccc(NS(=O)(=O)c2cccc3cccnc23)c(Cl)c1,0.2,101.0,-7.9,-1.2,5.0,-16.1,106.0,-1.3,32.6
CCOC(=O)C1=C(COC(=O)CNS(=O)(=O)c2ccc(C)cc2)NC(=O)NC1C (configuration not stated),4.1,103.0,-3.6,0.4,5.0,-3.1,96.0,0.3,47.6
Cc1occc1C(=O)Nc1cccc([N+](=O)[O-])c1,31.0,101.0,-2.2,-1.0,-1.0,-9.0,100.0,-0.5,-4.4
Clc1ccccc1CSc1nnc(-c2cccnc2)n1Cc1ccco1,21.8,97.0,-3.5,0.0,-2.0,10.4,97.0,0.0,20.8

# The list continues:
SMILES,NALP1 inh,MEKK2wt PB1 HTS,GalR3 antag,OXTR agonist,MEKK2mut PB1 HTS,GPR7 antagonist,MEKK3 PB1 HTS,V1aR counter,PHOSPHO1 inh
O=C(CS)Nc1ccc2ccccc2c1,19.3,88.0,-8.0,1.7,-22.0,7.8,90.0,1.4,14.7
CCN(CC)S(=O)(=O)c1cccc(-c2nnc(SCCOc3ccccc3C)o2)c1,8.5,103.0,-3.1,0.0,1.0,-2.2,102.0,2.0,13.2
CCOC(=O)c1sc2nc(-c3ccco3)c3c(c2c1N)CC(C)(C)OC3,6.1,89.0,-5.0,-1.1,-3.0,.,96.0,-0.7,-3.8
COc1ccc(C(NCC(=O)NC(C)c2ccc(Cl)cc2)c2ccccc2)cc1 (configuration not stated),23.0,101.0,-3.5,0.3,2.0,2.5,101.0,2.2,32.6
O=C(CCCc1ccccc1)Nc1ccc(Br)cc1F,10.0,94.0,.,-2.3,-24.0,-7.9,103.0,1.7,30.5
Cc1ccc(OCc2ccc(C(=O)Nc3nc4ccccc4n3Cc3ccccc3)o2)c([N+](=O)[O-])c1,-11.9,105.0,-1.8,0.8,-1.0,-7.9,108.0,0.9,-1.3
Cn1c(=O)[nH]c(=O)c2c1nc1n2CCCN1CCc1ccccc1,-5.1,110.0,-2.3,-1.9,8.0,-3.8,107.0,-1.1,-30.9
CCc1c(C)nc2ncnn2c1N1CCCC(C(=O)NCc2ccc3c(c2)OCO3)C1 (configuration not stated),-13.9,100.0,-6.5,-0.8,4.0,-6.9,97.0,-0.1,-33.3
CC(=O)N1C=Cc2c(c(C)c3c([nH]c4ccccc43)c2C)C1,.,105.0,.,.,-12.0,-9.3,93.0,.,22.6
O=C(O)c1cc(-c2ccc(-c3c(-c4ccc5c(c4)OCO5)noc3-c3ccsc3)cc2)nc2ccccc12,1.1,91.0,3.4,-1.6,-2.0,-11.2,100.0,-1.3,-7.3
Cc1nn(Cc2ccc(C(=O)Nc3ccccc3C(F)(F)F)o2)c(C)c1Br,-2.6,88.0,-0.5,4.4,-3.0,2.5,102.0,7.7,-26.6
Cc1ccc2nc(C3CCCN(C(=S)Nc4ccccc4C)C3)[nH]c2c1 (configuration not stated),9.5,100.0,-6.6,-2.1,-1.0,0.8,101.0,0.0,-9.1
Cc1ccc(NC(=O)NC(=O)CN2C(=O)NC3(CCCCCCC3)C2=O)c(C)c1,4.3,103.0,-8.5,2.2,4.0,8.4,108.0,0.6,-6.9
CC(=O)C1=C(O)C(=O)N(CCN2CCOCC2)C1c1ccc(N(C)C)cc1 (configuration not stated),.,98.0,-1.9,1.0,2.0,-2.7,103.0,1.4,.
OCC[C@@H]1C[C@@H](O)[C@H](O)[C@@]2(CCCO2)O1,.,107.0,1.4,0.6,5.0,.,104.0,0.3,.
O=S(=O)(c1ccc(F)cc1)c1nc(-c2ccccc2F)oc1N1CCCCC1,6.8,111.0,4.8,-1.9,6.0,-4.9,111.0,-0.4,-45.0
Cc1ccc(N2C(=O)C3C4C=CC(C4)C3C2=O)cc1C (configuration not stated),11.0,106.0,-5.7,0.7,4.0,5.5,101.0,0.5,16.9

# Grouped by structure: the entries above containing two or more sulfur atoms.
SMILES,NALP1 inh,MEKK2wt PB1 HTS,GalR3 antag,OXTR agonist,MEKK2mut PB1 HTS,GPR7 antagonist,MEKK3 PB1 HTS,V1aR counter,PHOSPHO1 inh
Cc1cccc(Nc2nnc(SC3CCOC3=O)s2)c1C (configuration not stated),-0.2,90.0,-0.8,-1.3,-8.0,-8.0,89.0,-1.2,28.0
CCN(CC)S(=O)(=O)c1cccc(-c2nnc(SCCOc3ccccc3C)o2)c1,8.5,103.0,-3.1,0.0,1.0,-2.2,102.0,2.0,13.2

# Screening data: PubChem BioAssay, several laboratories
